# Ins promoter up – MIN6 insulin promoter up-regulation | MIN6 insulin promoter-GFP reporter, high-content imaging; active compounds read high | z-score at 5 µM | 190,000 tested, 0.3% active | AID 1625;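 active = z-score above 3 at 5 µM with at least 500 cells counted in the well; inconclusive = wells under 500 cells, flagged as cytotoxic or low count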
# NOD1 inhibition – inhibition of NOD1-driven NF-kB reporter – cell-based, luminescence, uHTS, primary screen (AID 1578); inhibition, % at 4 µM; hits with a dose series show EC50 in µM; NOD1-driven NF-kB luciferase reporter cells, luminescence; higher % means a stronger effect; 290,000 tested, 1% active; in the data active = inhibition mostly above about 36%, no sharp cut-off; inactive = mostly below about 34%;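 also: HEK-293T reporter cells stimulated with the NOD1 agonist gamma-tri-DAP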
# Yfh1-off respiration – mitochondrial function rescue without frataxin homolog – Friedreich's ataxia, plus single-dose screen, dose response (AID 1465); S. cerevisiae Yfh1-off respiration, WST-1 reduction, 72 h; higher fold induction means a stronger effect; fold induction at 50 µM; hits with a dose series show EC50 in µM; 220,000 tested, 0.074% active;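 active = fold induction of absorbance versus untreated yeast above a set limit, then at least 30% activation at any dose in follow-up; inconclusive = repeats straddling the limit, or above it without dose testing; inactive = fold induction below the set limit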;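 also: activators that raise dye reduction in frataxin-depleted yeast; strong numbers were not always called active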
# bCat nuc transl – beta-catenin nuclear translocation modulation; HeLa beta-catenin nuclear translocation, immunofluorescence imaging; 190,000 tested, 0.3% active; nuclear translocation activity, % at 5 µM;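 active = nuclear translocation activity above 50% at 5 µM, with a well cell count of 50 or more; inconclusive = wells under 50 cells across six images, flagged as toxic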;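 also: per-cell ratio of nuclear to cytoplasmic median beta-catenin stain intensity; plate controls were DMSO negative control for no effect and GSK-3 inhibitor IX positive control for full effect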
#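 assay system = human HeLa cells, endogenous beta-catenin | times = compound treatment 24 h, 37°C, 5% CO2 | detection = Anti-beta-catenin immunofluorescence on PFA-fixed, Triton-permeabilized cells, DAPI nuclei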
# HEK293 NOD2/NF-kB – NOD2 signaling inhibitors, cell-based, luminescence, uHTS, HEK293 (AID 1566); 290,000 tested, 0.63% active; HEK293 NOD2/NF-kB luciferase reporter, luminescence; higher % means a stronger effect; one-dose inhibition, % at 4 µM; EC50 in µM for titrated hits; in the data active = inhibition above about 50%; also: many of its hits are not listed in these tables
# P. falciparum M17LAP – P. falciparum M17LAP inhibitors, primary screen, biochemical, fluorogenic H-Leu-NHMec substrate, 1536-well (AID 1619); 220,000 tested, 0.38% active; recombinant M17LAP, H-Leu-NHMec fluorogenic kinetic assay; higher % means a stronger effect; inhibition, % at 30 µM; hits with a dose series show IC50 in µM;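 active = compound inhibiting the enzyme by more than half at any dose during confirmatory dose-response retesting; inconclusive = strong single-dose inhibitors picked by rank but not retested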;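 also: plate controls were full reaction with DMSO carrier for no effect and no enzyme background for full effect; strong numbers were not always called active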
# Dynein transport – blocks dynein driven cargo transport along microtubules. 3617.4 mouse cells, GR-EGFP nuclear translocation imaging; test concentration mostly 20 µM; stimulated with dexamethasone, 1 µM; active compounds read low. z-score, hits read low. 220,000 tested, 0.47% active. AID 1381;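 active = plate z-score of nuclear minus cytoplasmic receptor signal below a set negative limit, without overly bright fluorescence or cell loss, cut at about -3.5 in these data, passing the limit was not always enough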;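 also: z-score of nuclear minus cytoplasmic ring GR-EGFP intensity difference per well; some compounds called inactive have numbers as strong as hits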
#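 Also added – dexamethasone, 1.0 µM final · Buffer or medium – tet-free, stripped-serum medium · Schedule – induction 48 h, compound 1 h, agonist 30 min · Detection – formaldehyde fixation, Hoechst nuclear stain, 10x automated fluorescence imaging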
# Autophagy HCS – autophagy modulation, high-content screen; AID 463193; MEF GFP-LC3 puncta imaging; test concentration mostly 10 µM; 190,000 tested, 0.98% active; calls only at 10 µM (by protocol);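 active = percentage of spot-positive cells more than 3 SD above its plate mean, without a fluorescence outlier flag or 80% toxicity; inconclusive = no clear call, values can overlap the other calls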;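 also: spot-positive cell cutoff set from DMSO-treated cells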
# MT stabilize HCS – microtubule stabilizers in HeLa cells; HeLa tubulin immunostaining HCS, 24 h; share of cells brighter than vehicle mean+2SD; % tubulin-high responders, % at 10 µM; 200,000 tested, 0.83% active; AID 2205;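 active = plate Z-score above 3 for both tubulin-high and condensed-nucleus cell shares, with cell loss under 80%, at 10 µM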;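 also: anti alpha tubulin signal scored within the nucleus-defined area of each cell; some results filed as inactive read as strong as hits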
# Dynein transport cytoplasmic EGFP – second read-out of Dynein transport, no call of its own (marks repeat the call); z-score; measured here: cytoplasmic GR-EGFP intensity; active compounds read high
# Dynein transport nuclear GR-EGFP – also measured in Dynein transport; calls as there; z-score; measured here: nuclear GR-EGFP intensity;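 lower value marks the stronger effect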
# Dynein transport cell count – second read-out of Dynein transport, no call of its own (marks repeat the call); z-score; measured here: cell count per field
# Ins promoter up cell count – also measured in Ins promoter up; calls as there; cell count; measured here: cytotoxicity, nuclei count;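 total cells summed across four imaged fields per well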
# bCat nuc transl cell count 5 µM – also measured in bCat nuc transl; calls as there; cell count; measured here: cell count, cytotoxicity flag
# MT stabilize HCS Hoechst-high % – recorded beside MT stabilize HCS, whose call it bears; % Hoechst-high responders; measured here: nuclear condensation Hoechst responders;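 share of cells brighter than vehicle mean plus two SD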
# MT stabilize HCS cytotoxicity % – further read-out of MT stabilize HCS, marked with its call; toxicity, %; measured here: cytotoxicity by cell density;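 0% = mean cell density of plate MIN control wells and 100% = no cells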
# Autophagy HCS cell loss 18 h – second read-out of Autophagy HCS, no call of its own (marks repeat the call); toxicity, %; measured here: cell loss, nuclei count;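 cell loss after 18 h compound exposure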
# * = called active by the depositor; i = inactive; u = inconclusive; x = not tested or not shown. This is a subset (hit frequency here may not be typical).
# The line under a structure holds: Ins promoter up	Ins promoter up cell count	NOD1 inhibition	Yfh1-off respiration	bCat nuc transl	bCat nuc transl cell count 5 µM	HEK293 NOD2/NF-kB	P. falciparum M17LAP	Dynein transport	Dynein transport cytoplasmic EGFP	Dynein transport nuclear GR-EGFP	Dynein transport cell count	Autophagy HCS	Autophagy HCS cell loss 18 h	MT stabilize HCS	MT stabilize HCS Hoechst-high %	MT stabilize HCS cytotoxicity %
COC(=O)C1CCN(C(=O)c2c(-c3ccccc3Cl)noc2C)CC1
    -0.18	1285	x	i	-2.0	1126	9%	-1%	-0.67	-0.26	-0.062	0.26	i	-7	4.4	0.7	64
Cc1ccc(/C=N/Nc2cccc3cccnc23)c(O)c1
    -0.62	1357	-113%	i	0.8	1404	-135%	-8%	0.26	-0.22	0.52	0.71	i	11	3.3	3.1	7.2
COc1ccc(NC(=O)C(=O)NCCCn2ccnc2)cc1
    0.32	1589	-30%	i	3.7	869	-2%	11%	-0.014	-0.17	0.051	0.51	i	1	2.3	3.2	7.9
Cc1ccc(OCCN2CCN(C(=O)CCC(=O)Nc3nnc(C)s3)CC2)cc1
    x	x	-17%	x	-1.1	987	9%	-3%	-0.092	-0.26	-0.8	0.71	i	8	3.0	1.2	3.6
Cc1c(Cl)c([N+](=O)[O-])nn1CCCC(=O)O
    0.26	1656	4%	i	-1.1	953	-32%	-1%	0.73	-0.34	-0.023	0.00056	i	4	4.1	2.5	8.8
C=CCOc1cccc(C2/C(=C(/O)c3ccc(Cl)cc3)C(=O)C(=O)N2CCN2CCOCC2)c1 (stereo not given)
    -0.14	1400	2%	i	1.5	1444	-13%	12%	-0.39	0.44	-0.17	-1.2	i	-49	2.0	1.9	4.7
CSc1ccc(/C=N/Nc2cccc(C(=O)O)c2)cc1
    -0.48	1371	84%*	i	-1.3	1077	-125%	30%	-0.0087	-0.38	-0.13	-0.079	i	5	2.1	2.4	0.3
C=CCC1(Cl)C(=O)C(Cl)=C(N2CCOCC2)C1(OC)OC (stereo not given)
    1.5	923	-4%	i	-1.1	1341	-6%	4%	0.092	-0.83	-0.27	0.084	x	x	x	x	x
Cc1ccc(Nc2nc(C)nc3c2oc2ccccc23)cc1
    0.23	1069	-7%	i	-1.5	1346	-7%	6%	0.34	-0.31	0.74	0.18	x	x	x	x	x
COc1ccccc1-c1nnc(NC(=O)OCC(C)C)s1
    -0.9	1326	-6%	i	0.1	589	20%	-9%	-0.68	-0.17	-0.38	0.48	i	1	1.6	1.0	2.0
COc1ccc(-c2nnc(CSc3ncnc4sc5c(c34)CCC5)o2)cc1OC
    1.3	1136	4%	x	2.9	1064	35%	x	x	x	x	x	x	x	x	x	x
COc1ccc(Nc2cc(C)nc3ncnn23)c(OC)c1
    0.54	1013	-16%	i	x	x	-10%	6%	0.78	-0.082	0.72	-0.59	i	6	5.1	3.4	3.6
CN1CCc2cccc3c2[C@H]1Cc1ccc(O)c(O)c1-3
    x	x	-17%	i	-1.9	520	19%	2%	-3.2	0.5	-1.4	1	i	13	3.5	2.6	3.4
CCN(CCCNC(=O)c1[nH]c(C)c(C(C)=O)c1C)c1cccc(C)c1
    -1.4	1160	-10%	i	1.1	1274	1%	-3%	0.7	0.2	1.2	-1.3	i	9	5.2	1.9	6.8
Cc1c(Cl)c([N+](=O)[O-])nn1CCCC(=O)NC(C)c1ccccc1 (stereo not given)
    -0.7	1419	-22%	i	3.8	994	-2%	-6%	-0.25	-0.29	0.5	0.28	i	-12	4.5	1.9	4.7
COc1ccc(CC(=O)NC(C)c2nnc(SCC(=O)c3ccc(OC)cc3)n2C)cc1 (stereo not given)
    1.2	1528	-18%	i	-2.9	995	-8%	2%	-0.84	-0.3	-0.58	1.2	i	-16	2.2	2.5	1.1
CN(C)N1C(N)=C(C#N)C(c2cccs2)C2=C1CCCC2=O (stereo not given)
    0.35	1059	-19%	i	x	x	8%	10%	-0.49	-0.28	-0.097	0.27	i	3	1.8	3.2	0.7
Cc1nn(C)cc1S(=O)(=O)N1CCN(Cc2ccccc2Cl)CC1
    -1.1	1559	-53%	i	0.1	1012	-1%	-1%	-0.44	-0.3	-0.1	0.61	i	18	5.5	1.2	5.6
CC(C)c1onc(C(=O)N(C)Cc2ccccc2)c1[N+](=O)[O-]
    x	x	32%	i	0.4	955	13%	-8%	-0.044	-0.28	-0.19	0.17	i	-2	0.8	1.5	5.1
COc1ccc(OC)c(C(c2nnnn2C2CCCC2)N2CCN(c3ccccc3F)CC2)c1 (stereo not given)
    -4.7	739	-16%	i	-2.4	1136	-14%	-1%	-0.1	-0.33	0.21	0.68	i	0	3.0	1.7	12
CCOc1cc(C2NC(=O)NC(c3ccccc3)=C2C(C)=O)ccc1OC(C)=O (stereo not given)
    x	x	-16%	i	0.7	1474	1%	16%	-0.078	-0.35	-0.61	1	i	-1	3.7	1.5	7.5
Cc1csc(NC(=O)c2cc(=O)[nH]c3ccccc23)n1
    0.29	1340	-14%	i	-3.4	1147	4%	-3%	-0.48	-0.27	-0.26	1.3	x	x	x	x	x
O=C(NCCOCc1ccccc1)C(c1ccccc1)c1ccccc1
    -1.4	1604	-30%	i	6.4	800	-2%	9%	0.18	-0.3	0.16	-0.17	i	-20	2.8	2.5	5.6
Cc1noc(C)c1CSc1nnc(-c2cccnc2)n1C1CCCCC1C (stereo not given)
    0.23	1187	-25%	i	-4.4	1003	-4%	8%	-0.13	-0.14	0.78	0.17	i	38	2.5	1.2	4.8
Cc1cc(C)nc(N/N=C/c2ccccc2OCc2ccccc2)n1
    -0.2	769	-24%	i	-3.5	574	-18%	25%	0.6	-0.16	0.6	-0.028	i	-5	1.8	4.0	9.6
COc1ccc(NC(=O)c2cc3nc(-c4ccccc4)cc(-c4ccccc4)n3n2)c(OC)c1
    -0.33	518	-3%	i	1.9	912	7%	-8%	-0.32	-0.32	0.16	0.24	i	-2	i	x	100
CCCn1c(N)nc2ccccc21
    -0.23	894	-5%	i	-3.3	1261	10%	0%	0.89	-0.23	0.28	1.2	i	81	3.9	2.4	15
COc1ccc(C2C(C(C)=O)=C(C)N=c3s/c(=C\c4cc(C)n(C)c4C)c(=O)n32)c(OC)c1 (stereo not given)
    x	x	23%	u	-3.4	967	32%	-1%	-1.1	8.2	1	0.58	i	4	2.4	1.2	8.9
N#CC1(Nc2cccc(Br)c2)C(=O)Nc2ccccc21 (stereo not given)
    -0.93	1227	10%	i	-3.2	1105	-9%	1%	0.66	-0.17	0.28	-0.83	x	x	x	x	x
CC(C)n1c(=NC(=O)c2ccco2)c(C#N)cc2c(=O)n3ccccc3cc21
    0.21	1151	-41%	x	-2.0	1182	7%	-24%	-1.3	-0.084	-0.1	0.27	i	-50	2.0	2.3	4.1
O=C(O)c1ccc(Oc2ccccc2)o1
    x	x	1%	i	1.3	990	-212%	-1%	0.38	-0.11	0.084	0.048	x	x	x	x	x
O=C(NC1CCCCC1)C(c1cccs1)N(C(=O)Cc1c[nH]c2ccccc12)c1ccc(F)cc1 (stereo not given)
    2.6	1319	-6%	i	-2.3	1439	5%	5%	-0.026	-0.21	0.28	1.2	i	12	3.6	2.4	0.5
CC(NC(c1ccccc1)c1ccccc1)C(=O)N1CCCc2ccccc21 (stereo not given)
    -0.02	1460	-2%	i	-0.4	536	12%	11%	-0.67	-0.31	-0.38	-0.13	i	4	2.8	1.9	5.5
CCS(=O)(=O)Nc1cccc(C2=NN(S(=O)(=O)c3ccc(C)cc3)C(c3cccs3)C2)c1 (stereo not given)
    0.52	1302	-2%	i	2.1	921	0%	-4%	-0.49	-0.29	-0.61	0.66	i	-4	3.1	2.9	9.5
COC(=O)c1sc(NC(=O)COc2cccc3ccccc23)nc1C
    0.19	1706	-34%	i	4.8	1386	-2%	10%	-0.28	-0.23	0.077	-0.011	i	-3	2.3	1.4	8.1
COCCNC(=O)CSc1nc2scc(-c3ccccc3)c2c(=O)[nH]1
    -0.31	995	-8%	i	-0.9	1309	4%	x	0.49	-0.7	0.079	-1.3	x	x	x	x	x
Cc1ccc(S(=O)(=O)C2(C(=O)N3CCN(C4CCCCC4)CC3)CC2)cc1
    x	x	-27%	i	x	x	-7%	6%	-0.16	-0.22	0.42	0.68	i	7	2.8	1.3	11
Cc1ccc(S(=O)(=O)N2CCSC2C(=O)O)cc1 (stereo not given)
    -0.14	1193	-6%	i	3.6	1258	10%	-16%	0.21	-0.23	0.13	0.049	i	0	2.7	2.0	3.2
COc1ccc(OCCC(=O)NC2=NCCS2)cc1
    x	x	2%	i	x	x	1%	0%	-1	-0.27	-0.64	2.2	i	13	2.2	2.1	7.4
Cc1cccc(Nc2nnc(SCC(=O)N(C)C3CCS(=O)(=O)C3)s2)c1C (stereo not given)
    -0.17	1505	-30%	i	-2.5	1068	-17%	35%	1.9	-0.22	1.1	-1.7	i	12	3.0	1.9	3.3
O=C(Nc1ccc(N2C(=O)C3C4C=CC(C4)C3C2=O)cc1)Nc1nnc(C(F)(F)F)s1 (stereo not given)
    -0.15	1083	11%	i	-6.5	1060	21%	4%	-0.61	0.082	-0.028	-0.56	i	8	4.3	3.3	8.2

# Screening results from PubChem.
